# Imprint erasure: inducers of genomic imprint erasure in mouse ES cells | mouse ES Peg3-LacZ reporter, beta-gal luminescence, 40 h | Potency, µM (highest dose often 60.7 µM), for the others: at the highest dose activity change, positive = activation, most hits filed as activators | 0.02% of 110,000 active | AID 1948;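 note: 0% = negative control wells on the plate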
#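 Readout: BetaGlo luminescence (5 min, room temp) for LacZ from the normally silent maternal Peg3 allele in female Peg3LacZ-Neo ES cells. Cells 300/well, 40 h, 37C, 5% CO2. Data normalized per plate to negative controls.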
# p53ts 39C kill: kills p53ts cells at the nonpermissive temperature | H1299-p53A138V viability at 39C, ATP luminescence, 24 h | Potency, µM (top dose mostly 46.1 µM), for inactives: at the top dose activity change, negative = cell killing, most hits filed as cytotoxic | 1.5% of 130,000 active; note: nearly all actives have a fitted effect of over 55% in size
# p53ts 32C kill: kills p53ts cells at the permissive temperature; H1299-p53A138V at 32C, ATP luminescence viability, 24 h; 0.93% of 130,000 active; AID 924; Potency, µM (highest dose often 46.1 µM), for inactives: at the highest dose activity change, negative = cytotoxicity, hits mostly cytotoxic;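 note: 0% = DMSO and -100% = full killing by reference compound; nearly all actives have a fitted effect of over 55% in size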
#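 Cells: H1299 p53ts (A138V), 600/well, pre-incubated 16–30 h at 37C. Cpd up to 46 uM, 24 h, 32C. Readout: ATPlite luminescence, 20 min RT. Normalization: DMSO vs tamoxifen 100 uM. AC50 by Hill equation.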
# IkB signaling: inhibitors of IkB signaling in ABC-DLBCL cells. ABC-DLBCL IkBa-CBG/CBR dual luciferase ratio, 4 h; response scale: scaled: untreated 0%, proteasome inhibitor 100%. Potency, µM (highest dose often 57.1 µM), without a hit: at the top dose IkBa stabilization activation. 0.04% of 110,000 active; active = well fitted curve in the direction sought with a large enough effect in the signal ratio, not every such curve was filed as active; inconclusive = small, poorly fitted or top-dose-only effect, or a change in a side signal; the % refers to the signal ratio;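 note: the direction sought is a rising ratio; 0% = basal untreated cells and 100% = reference inhibitor full response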
#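 Curves were fitted separately to fusion (green), unfused (red) and ratio luminescence, then classed by r2, magnitude and activity. Cells: OCI-Ly3, 4 h compound plus doxycycline at 37C; 10 uM MG-132 defined full response.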
# Numbers without * were called inactive; ? = inconclusive; · = not tested or not shown; [ ] = remark or other dose. Unless noted, calls come from the whole dose curve; as a rule, active = well fitted curve in the direction sought with a large enough effect; inconclusive = small, poorly fitted or top-dose-only effect, or another doubt; inactive = no such curve, though single readings can be large; an effect the other way counts as inactive or inconclusive. Unless noted, % is set by controls: 0 for no effect and ±100 for the full control effect; potency is the fitted concentration of half-maximal effect.
SMILES,Imprint erasure,p53ts 39C kill,p53ts 32C kill,IkB signaling
COc1ccccc1C(=O)NCCn1cc(SCC(=O)Nc2nnc(C)s2)c2ccccc21,-18%,-21%,11%,?
COCCNC(=O)c1ccc2c(c1)ncn2-c1cc(C)ccc1OC,-8%[10.9 µM],-7%,14%,-1.9%
O=C(CN(Cc1ccco1)C(=O)CCC(=O)Nc1ccccn1)NCCc1ccccc1,8%,8%,-2%,0.4%
Cc1ccc(-c2nn(C)c(=O)c3ccccc23)cc1S(=O)(=O)N1CCOCC1,-9%,6%,0%,1.7%
O=C(Nc1ccc(Br)cc1)N1CCCCCCC1,-3%,-5%,-1%,-0.5%
c1csc(CSc2nc3ccccc3s2)c1,-26%,-9%,0%,-1.1%
O=C1CC(c2cc(F)cc(F)c2)c2cc3c(cc2N1)OCO3 (stereo not drawn),6%[10.9 µM],-24%,-3%,?
CCn1c(SCC(=O)Nc2ccccc2F)nc2c(c1=O)SC(C)C2 (stereo not drawn),-13%,0%,-12%,0.3%
CCC1CN(C(=O)NCc2cccc(OC)c2)c2cc(Cl)ccc2O1 (stereo not drawn),-11%[10.9 µM],-1%,2%,0.3%
O=C(Nc1ccc(F)c(Cl)c1)C1CCCN(S(=O)(=O)c2cccc3nsnc23)C1 (stereo not drawn),-2%[10.9 µM],-20%,-2%,?
COc1cccc(N2CC(NC(=O)c3cccc(OC)c3OC)CC2=O)c1 (stereo not drawn),14%[10.9 µM],5%,-1%,-1.1%
COc1cccc(CN2CCNC(=O)C2CC(=O)O)c1OC (stereo not drawn),-2%,6%,3%,-0.3%
COc1ccc(C2C(C(=O)Nc3cccc(C)n3)CCC(=O)N2c2ccc(OC)cc2)cc1 (stereo not drawn),-8%,2%,5%,1.0%
COc1ccc(-c2nn(-c3ccccc3)cc2C2NC(=O)NC(C)=C2C(=O)OC(C)C)cc1Cl (stereo not drawn),-4%[10.9 µM],16%,13%,?
CCc1c(O)nc(SCC(=O)Nc2ccccc2)n(-c2ccccc2)c1=O,-6%,-12%,-22%,10%
O=C(Cc1n[nH]c(=O)c2ccccc12)OCC(=O)c1ccc2c(c1)OCCO2,-12%,7%,3%,2.1%
O=c1c(-c2ccccc2)nc2cncnc2n1C1CC1,·,-1%,8%,-3.9%[11.4 µM]
COc1ccc(C2CC(=O)c3cc(-c4nc(-c5ccc(Cl)cc5)cs4)c(=O)[nH]c3C2)cc1OC (stereo not drawn),8%[10.9 µM],13%,10%,?
CC(C)(C)c1ccccc1OCCN1CCCC1,-12%,1%,-11%,-0.1%
CC(C)CSc1nc2c(c(=O)[nH]c(=O)n2C)n1CC(O)COc1cccc2ccccc12 (stereo not drawn),-5%,-9%,20%,0.5%

# Sorted by the number under IkB signaling (smallest number first): some entries from above
compound,IkB signaling
CC(C)(C)c1ccccc1OCCN1CCCC1,-0.1%
CCn1c(SCC(=O)Nc2ccccc2F)nc2c(c1=O)SC(C)C2 (stereo not drawn),0.3%
Cc1ccc(-c2nn(C)c(=O)c3ccccc23)cc1S(=O)(=O)N1CCOCC1,1.7%
O=C(Cc1n[nH]c(=O)c2ccccc12)OCC(=O)c1ccc2c(c1)OCCO2,2.1%

# Carrying on.
SMILES,Imprint erasure,p53ts 39C kill,p53ts 32C kill,IkB signaling
O=C(CSc1nc2ccc(S(=O)(=O)N3CCOCC3)cc2[nH]1)N1CCOCC1,3%,9%,2%,0.4%
COCCNC(=O)c1cnn(-c2ccc(C)cc2C)c1C1CCN(C(=O)OC(C)(C)C)CC1,-3%[10.9 µM],18%,6%,-1.3%
Cc1nc(Nc2ccccc2)c2nc(-c3ccccc3)n(CCCN3CCCCC3C)c2n1 (stereo not drawn),-12%,-22%,-13%,·
CCOC(=O)c1c(NC(=O)c2nn(CC)cc2Br)sc2c1CCCCC2,27%,3%,7%,0.3%
CCCCn1c(C2CC(=O)N(c3ccc(OCC)cc3)C2)nc2ccccc21 (stereo not drawn),-5%[10.9 µM],-9%,9%,?
Cc1ccc(C)c(N(C)C(=O)C2CCN(S(=O)(=O)c3cccc4nsnc34)CC2)c1,-8%[10.9 µM],2%,8%,-0.1%
COCCN(CC(=O)NCc1ccc(OC)cc1)C(=O)CCC(=O)Nc1nccs1,·,12%,9%,1.0%
Cc1cccc(C(=O)n2nc(C)c(S(=O)(=O)N3CCOCC3)c2C)c1,-18%[10.9 µM],-4%,-7%,8.4%
CCc1c(C)nc2ncnn2c1N1CCC(C(=O)Nc2cccc(C(C)=O)c2)CC1,-7%,-8%,-11%,1.2%
CCc1ccc(-n2nc3ccc(NC(=O)c4cc(Cl)c(OC)c(Cl)c4)cc3n2)cc1,-9%[10.9 µM],10%,-3%,-2.2%
CCN(CC)S(=O)(=O)c1ccc2c(c1)c(=O)c(C(=O)NCc1ccccc1)cn2C,12%[10.9 µM],3%,-12%,-0.5%
CC(CCC(=O)Nc1nncs1)C(=O)O (stereo not drawn),0%,-3%,-6%,-0.1%
Cc1ccc(-c2nnn(CC(=O)Nc3cccc4c3CCCC4)n2)o1,·,-2%,-5%,0.5%
Cc1cccc(CNC(=O)Cn2ccc3cc(S(=O)(=O)N4CCC(C)CC4)ccc32)c1,-5%[10.9 µM],16%,3%,?
CCCC(=O)NCCCc1nc2ccccc2n1CC,-5%,8%,-2%,4.3%
C=CCn1c(N)c(C(=O)NCC2CCCO2)sc1=S (stereo not drawn),-7%,-5%,-3%,-1.3%
Cc1ccc(-n2nc(C)c3c(C(=O)NCCc4ccccc4)cc(C)nc32)cc1,-5%[10.9 µM],8%,0%,-2.5%
COc1ccccc1CCn1cnc2c3cc(C)ccc3n(C)c2c1=O,-12%,-3%,3%,1.6%
c1ccc2oc(SCc3cn4ccsc4n3)nc2c1,-15%,6%,6%,0.8%
Cc1ccc(S(=O)(=O)NC(CC(=O)NC2CCCC2)c2ccco2)cc1 (stereo not drawn),-12%,-4%,8%,3.0%
O[C@H](CCCN1CCN(c2ncc(F)cn2)CC1)c1ccc(F)cc1,-14%,-9%,-7%,0.8%
Cc1[nH]c(=O)[nH]c(=O)c1S(=O)(=O)N1CCCC(C(=O)NCCc2ccc(Cl)cc2)C1 (stereo not drawn),7%,-8%,0%,1.6%
COc1cccc(CNC(=O)c2cc(-c3ccc(Cl)s3)nc3ccccc23)c1,-5%[10.9 µM],-16%,-6%,1.3%
O=C(NC1(C(F)(F)F)NC(=O)N(Cc2ccco2)C1=O)c1cccnc1 (stereo not drawn),0%,-7%,-1%,0.9%
COc1ccc(C(=O)NCc2nnc(SCC(=O)Nc3ccc(F)cc3)n2-c2ccccc2)cc1,-11%[10.9 µM],-6%,8%,?
CCOC(=O)c1cccc(NC(=O)c2ccc3nc(C(C)C)oc3c2)c1,-10%[10.9 µM],-8%,7%,9.9%
CCN1CCN(C(c2ccccc2F)c2c(O)cc(C)n(CCOC)c2=O)CC1 (stereo not drawn),-3%[10.9 µM],28%,4%,1.3%
O=C(Nc1ccc(Cl)cc1)C1CCN(S(=O)(=O)c2ccc(Br)s2)CC1,-13%[10.9 µM],-25%,17%,?
O=C(C1CCCN(S(=O)(=O)c2ccccc2)C1)N1CCCCCC1 (stereo not drawn),-21%,10%,-10%,0.7%
Cc1nnc(SCCn2c(N3CCCC(C)C3)nc3c2c(=O)n(C)c(=O)n3C)s1 (stereo not drawn),-93%[inhibitor],6.3µM*,5µM*,2.5%
CCN(CC)Cc1cc2ccccc2c2c1COC2,-5%,-7%,6%,-1.5%
COc1cccc(NC(=O)N2CCCC(C(=O)NCc3ccc(F)cc3)C2)c1 (stereo not drawn),·,17%,13%,·
O=S(=O)(NCc1cccnc1)c1ccc2c(c1)OCCO2,·,-6%,5%,·
CCS(=O)(=O)N1CCN(C(=O)CC(C)C)CC1,-4%,1%,8%,5.5%
Oc1ccc(-c2nc(-c3ccc(O)c(O)c3)cs2)cc1,-21%,-21%,4%,?
O=C(c1cnccn1)N1CCC2(CC1)CN(Cc1nccs1)C2,·,-2%,7%,3.1%[11.4 µM]
COc1cccc(NS(=O)(=O)c2cc(C)sc2C)c1,-26%,-8%,7%,2.7%
COc1cc(OC)c(NC(=O)n2ncc3cc(Cl)ccc32)cc1Cl,-8%[10.9 µM],16%,2%,?
NC1=CC(=O)c2cccc3cccc1c23,-38%[inhibitor],-2%,-3%,?
COc1ccc(-n2nc(C(=O)Nc3ccc(Cl)cn3)c3c4ccccc4n(C)c3c2=O)cc1,2%[10.9 µM],41%[activator],-4%,-1.9%
COc1cccc(OC)c1C(=O)Nc1ccc(CN2CCCCC2)cc1,10%,11%,-2%,0.4%
CC(=O)N(C(C)=O)c1ccc2nc(C)[nH]c(=O)c2c1,-15%,-12%,-1%,-1.9%
CC(NC(=O)c1cc(Sc2ccc(F)cc2F)nc2ccccc12)c1ccccc1 (stereo not drawn),-18%[10.9 µM],-23%,-4%,?
CCc1nnc(NC(=O)CSc2nnc(COc3ccc(C#N)cc3)n2-c2ccccc2)s1,-4%,11%,3%,1.9%
O=C(O)[C@@H](S)[C@H](S)C(=O)O,-8%[10.9 µM],5%[9.22 µM],-7%[9.22 µM],3.2%[11.4 µM]
c1ccc2c(c1)CCCN2Cc1nnnn1CC1CCCO1 (stereo not drawn),-5%,-10%,5%,-1.7%
CC(C)Oc1ccc(C2CC(=O)N(c3cccc(C(=O)O)c3)C2=O)cc1 (stereo not drawn),3%,5%,-8%,-2.2%
CCC(c1nnnn1Cc1ccc(F)cc1)N(CCCO)Cc1cc2cc3c(cc2[nH]c1=O)OCO3 (stereo not drawn),6%,3%,1%,0.9%
Cc1nnc(SCc2cc(=O)[nH]c(N3CCN(Cc4ccccc4)CC3)n2)s1,-1%,0%,-4%,-1.2%
COc1cccc(Nc2nc3cc(Cl)c(Cl)cc3nc2-n2nc(C)cc2C)c1,4%[10.9 µM],9%,-1%,8.3%
CN(C)c1ccc(NC(=O)CC2NCCNC2=O)cc1 (stereo not drawn),-7%,3%,-6%,2.0%
COCCn1c(=O)[nH]c2cc(C(=O)N3CCN(c4ccccc4OC)CC3)ccc2c1=O,-3%,9%,-1%,1.7%
C=CCn1c(SCC(=O)N2CCOCC2)nc2scc(-c3ccco3)c2c1=O,-27%,-5%,3%,?
CCc1cccc(C)c1NC(=O)CSc1nc2ccccc2nc1Cc1ccccc1,-7%[10.9 µM],3%,8%,-1.0%
O=C(c1ccc(CS(=O)(=O)c2ccc(Br)cc2)o1)N1CCN(c2ccc(F)cc2)CC1,-12%[10.9 µM],?,10%,1.0%
Cc1cnc(C)c(N2CCC(C(=O)NCc3ccco3)CC2)n1,-7%,11%,7%,?
CC(=O)Nc1cccc(C(=O)OCc2ccccc2)c1,-18%,7%,-2%,0.2%
CCOC(=O)CCCNC(=O)COC(=O)c1cccc(C)c1O,-8%,5%,0%,?
Cc1nc2c(n1O)CCC/C2=N\O,-9%,4%,2%,-0.5%
COc1ccc(OC)c(NC(=O)CSc2nnc(C)n2Cc2ccccc2)c1,-7%,13%,4%,-0.8%

# Part of the list above, with bars between the fields:
compound | Imprint erasure | p53ts 39C kill | p53ts 32C kill | IkB signaling
COc1ccc(OC)c(NC(=O)CSc2nnc(C)n2Cc2ccccc2)c1 | -7% | 13% | 4% | -0.8%
CC(NC(=O)c1cc(Sc2ccc(F)cc2F)nc2ccccc12)c1ccccc1 (stereo not drawn) | -18%[10.9 µM] | -23% | -4% | ?
CCc1cccc(C)c1NC(=O)CSc1nc2ccccc2nc1Cc1ccccc1 | -7%[10.9 µM] | 3% | 8% | -1.0%
CC(=O)N(C(C)=O)c1ccc2nc(C)[nH]c(=O)c2c1 | -15% | -12% | -1% | -1.9%
Cc1nnc(SCc2cc(=O)[nH]c(N3CCN(Cc4ccccc4)CC3)n2)s1 | -1% | 0% | -4% | -1.2%
c1ccc2c(c1)CCCN2Cc1nnnn1CC1CCCO1 (stereo not drawn) | -5% | -10% | 5% | -1.7%

# Following part:
SMILES,Imprint erasure,p53ts 39C kill,p53ts 32C kill,IkB signaling
CCN(C(=O)CCNC(=O)Cn1cnc2ccccc2c1=O)c1cccc(Cl)c1,3%[10.9 µM],-1%,1%,-0.5%
CCC(=O)N(CC)c1nc(-c2cc(OC)ccc2OC)cs1,·,16%,3%,·
Cc1sc(N/N=C/c2cccs2)nc1-c1ccccc1,·,-15%,-8%,·
CCOc1ccc2oc(=O)cc(CN3CCN(Cc4ccc(C)cc4)CC3)c2c1,-13%[10.9 µM],-21%,-8%,-0.6%
